Screening results (PubChem BioAssay)
Dynein transport: dynein cargo transport inhibition; 3617.4 mouse cells, GR-EGFP nuclear translocation imaging; test concentration mostly 20 µM; stimulated with dexamethasone, 1 µM; stronger effect = lower value; z-score, hits read low; 220,000 tested, 0.47% active; AID 1381;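 active = plate z-score of nuclear minus cytoplasmic receptor signal below a set negative limit, without overly bright fluorescence or cell loss, cut at about -3.5 in these data, passing the limit was not always enough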;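 also: z-score of nuclear minus cytoplasmic ring GR-EGFP intensity difference per well; some compounds called inactive have numbers as strong as hits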
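Buffer or medium – tet-free medium with charcoal-stripped serum · Signal – automated 10x imaging of fixed Hoechst-stained cells · Also added – dexamethasone agonist, 1.0 µM final, for 30 min · Incubation – induction 48 h, compound 1 h, agonist 30 min · Read-out – GR-EGFP nuclear translocation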
Autophagy mod: modulators of autophagy; MEF GFP-LC3 puncta imaging; test concentration mostly 10 µM; calls only at 10 µM (by protocol); 190,000 tested, 0.98% active; AID 463193;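 active = percentage of spot-positive cells more than 3 SD above its plate mean, without a fluorescence outlier flag or 80% toxicity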;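 also: spot-positive cell cutoff set from DMSO-treated cells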
T cell modulator: T cell immune modulators affecting CD8 T cell-vesicle binding | 330,000 tested, 0.068% active | calls only at 7 µM | 2C CD8+ T cell-vesicle binding, flow cytometry; stronger effect = lower value;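 active = response, share of CD8 T cells binding vesicles, and their 90th percentile fluorescence all below set limits, cut at about 80% in these data, passing the limit was not always enough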
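incubation = binding step 1.5 h, 37 °C, antibody labelling 20 min, ice | test system = 2C mouse CD8+ T cells | read-out basis = percent CD8+ FL2 mean versus row control | controls = Peptide-free naked vesicles (low) and QL9 vesicles with 0.7% DMSO vehicle (high) | detection = flow cytometry of vesicle-bound cells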
Insulin prom up: MIN6 insulin promoter up-regulation. 190,000 tested, 0.3% active. MIN6 insulin promoter-GFP reporter, high-content imaging; stronger effect = higher value. z-score at 5 µM;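 active = z-score above 3 at 5 µM with at least 500 cells counted in the well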
Hep lipid drop: hepatic lipid droplet formation modulation | AID 1656 | 240,000 tested, 0.4% active | AML12 mouse hepatocytes, oleate lipid droplets, BODIPY imaging | inhibition, % at 6.5 µM;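 active = lipid droplet intensity inhibited by at least 50%, with more than 500 cells counted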
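System: AML12 hepatocytes (mouse). Probe or stimulus: oleic acid at 100 µM to induce lipid droplet formation. Times: overnight treatment with compound plus oleate. Detection: Image-based BODIPY and DAPI two-channel analysis. Evaluation: percent inhibition of filter-corrected integrated lipid droplet intensity per well.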
CSM14.1 death rescue: protection against thapsigargin-triggered cell killing – 384-well, CSM14.1, ATP luminescence, primary screen (AID 1222). CSM14.1 thapsigargin-induced death rescue, ATP luminescence; higher % means a stronger effect. one-dose cellular ATP content (survival), % at 20 µM; EC50 in µM for titrated hits. 190,000 tested, under 10 active;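 active = EC50 below 50 µM in the dose-response confirmation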;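 also: death triggered by thapsigargin at about 15 µM added after 2 h compound pretreatment; cell ATP read after overnight thapsigargin exposure of roughly 18 to 22 hours; normalized against plate controls of thapsigargin alone and 5% DMSO vehicle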
bCat nuc transl: alters nuclear translocation of beta-catenin in HeLa cells. immunofluorescence imaging. nuclear translocation activity, % at 5 µM. 190,000 tested, 0.3% active;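 active = nuclear translocation activity above 50% at 5 µM, with a well cell count of 50 or more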;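 also: per-cell ratio of nuclear to cytoplasmic median beta-catenin stain intensity; plate controls were DMSO negative control for no effect and GSK-3 inhibitor IX positive control for full effect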
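Test system: human HeLa cell line; Doses: 5 µM primary, 0.02–20 µM confirmation; Incubation: 24 h compound exposure, 37°C; Detection: beta-catenin immunofluorescence imaging with DAPI; Read-out: beta-catenin nuclear/cytoplasmic ratio, % activation.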
MT stabilize HCS: microtubule stabilizers in HeLa cells. HeLa tubulin immunostaining HCS, 24 h; share of cells brighter than vehicle mean+2SD. % tubulin-high responders, % at 10 µM. 200,000 tested, 0.83% active;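 active = plate Z-score above 3 for both tubulin-high and condensed-nucleus cell shares, with cell loss under 80%, at 10 µM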;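 also: anti alpha tubulin signal scored within the nucleus-defined area of each cell; some results filed as inactive read as strong as hits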
PhoP inhibition: PhoP-dependent GFP reporter repression – Salmonella Typhimurium, primary screen (AID 1863) | 300,000 tested, 0.16% active | one-dose inhibition, % at 50 µM; IC50 in µM for titrated hits | S. Typhimurium PhoP-regulated promoter GFP reporter, 4 h; higher % means a stronger effect;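 active = inhibition over 29.93%, a cutoff 3 SD above the screen mean, later confirmed by dose response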;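 also: 0% = low Mg2+ inducing control and 100% = high Mg2+ repressing control; strong numbers were not always called active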
Dynein transport cytoplasmic EGFP: recorded beside Dynein transport, whose call it bears; z-score; measured here: cytoplasmic GR-EGFP intensity; stronger effect = higher value
Dynein transport nuclear GR-EGFP: further read-out of Dynein transport, marked with its call; z-score; measured here: nuclear GR-EGFP intensity;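 lower value marks the stronger effect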
Dynein transport cell count: also measured in Dynein transport; calls as there; z-score; measured here: cell count per field
Insulin prom up cell count: further read-out of Insulin prom up, marked with its call; cell count; measured here: cytotoxicity, nuclei count;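 total cells summed across four imaged fields per well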
Hep lipid drop cells 6.5 µM: recorded beside Hep lipid drop, whose call it bears; cell count; measured here: cell count, cytotoxicity flag;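 cells counted across two imaged fields per well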
bCat nuc transl cell count 5 µM: also measured in bCat nuc transl; calls as there; cell count; measured here: cell count, cytotoxicity flag
T cell modulator vesicle-bound %: second read-out of T cell modulator, no call of its own (marks repeat the call); double positive events, %; measured here: CD8+ vesicle-bound cell fraction;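 binding gate set so that unloaded-vesicle control wells show 10% double positive cells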
MT stabilize HCS Hoechst-high %: recorded beside MT stabilize HCS, whose call it bears; % Hoechst-high responders; measured here: nuclear condensation Hoechst responders;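 share of cells brighter than vehicle mean plus two SD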
MT stabilize HCS cytotoxicity %: also measured in MT stabilize HCS; calls as there; toxicity, %; measured here: cytotoxicity by cell density;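 0% = mean cell density of plate MIN control wells and 100% = no cells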
Autophagy mod cell loss 18 h: second read-out of Autophagy mod, no call of its own (marks repeat the call); toxicity, %; measured here: cell loss, nuclei count;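 cell loss after 18 h compound exposure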
Numbers without * were called inactive; i = inactive; · = no result given.

SMILES	Dynein transport	Dynein transport cytoplasmic EGFP	Dynein transport nuclear GR-EGFP	Dynein transport cell count	Autophagy mod	Autophagy mod cell loss 18 h	T cell modulator	T cell modulator vesicle-bound %	Insulin prom up	Insulin prom up cell count	Hep lipid drop	Hep lipid drop cells 6.5 µM	CSM14.1 death rescue	bCat nuc transl	bCat nuc transl cell count 5 µM	MT stabilize HCS	MT stabilize HCS Hoechst-high %	MT stabilize HCS cytotoxicity %	PhoP inhibition
COc1ccc(Nc2nnc(SCC(=O)N3CCCC3)s2)cc1	0.92	-0.25	0.46	0.15	i	-7	i	63	0.2	821	-5	767	-1.4%	·	·	1.3	0.6	7.7	9%
CC(C)CCNC(=O)c1c[nH]c2ccc(S(=O)(=O)N3CCC4(CC3)OCCO4)cc2c1=O	1.1	-0.13	1.1	0.35	i	13	i	25	-0.91	1233	6	786	-1.8%	2.3	529	3.4	1.2	8.8	3%
O=[N+]([O-])c1ccc(N2CCCCC2)cc1	0.19	-0.27	0.0056	1	·	·	i	14	·	·	0	694	·	-0.3	1373	·	·	·	1%
COc1cc2c(cc1OC)C(C(=O)N1CCCCC1)C(c1ccccc1F)N(C)C2=O (stereo unspecified)	1.5	-0.17	0.89	-0.21	i	8	i	42	0.52	1175	4	776	-2.2%	-2.1	1171	4.1	2.6	8.3	-4%
CCOc1ccc(NC(=O)Cn2c(=O)oc3ccccc32)cc1	0.062	0.1	0.26	0.075	i	2	i	36	3.6*	766*	15	775	0.2%	-0.6	1024	1.6	1.5	9.3	-1%
Cc1cccc(/N=C2/NC(=O)C(Cc3ccccc3)S2)n1 (stereo unspecified)	-0.34	-0.38	-0.28	1.3	i	4	i	55	·	·	6	666	5.9%	0.3	1575	2.2	1.3	2.4	-3%
CCOc1ccc(C/C(N)=N/n2cnnc2)cc1	-0.67	-0.32	-0.12	0.79	i	-11	i	13	-0.01	1239	-2	764	-0.3%	3.4	1150	1.5	1.9	9.3	-2%
CCOC(=O)C1=NOC(Cn2cc(C#N)c(=O)n(C)c2=O)C1 (stereo unspecified)	0.11	-0.37	-0.51	0.43	i	0	i	49	-0.6	1303	-1	704	-1.0%	-0.6	1130	4.2	1.9	3.3	9%
CCN1CCn2c1nc(N1CCCCC1)nc2=O	0.53	-0.13	0.43	0.94	i	9	i	34	·	·	4	741	-1.7%	·	·	2.2	2.6	25	4%
O=C(CCCN1C(=O)c2ccccc2C1=O)Nc1sc2c(c1C(=O)NCc1ccco1)CCC2	-0.44	0.079	-0.26	-0.23	i	6	·	·	0.01	1333	1	715	-2.0%	0.9	1055	5.7	14	97	8%
NC(=O)C1CCN(C2=C(NS(=O)(=O)c3ccc(Cl)cc3)C(=O)c3ccccc3C2=O)CC1	-1.1	0.051	-0.55	0.066	·	·	i	14	0.38	1045	-5	697	·	0.2	1376	·	·	·	-5%
Cc1cc(O)c(C(=O)c2ccccc2C(=O)O)cc1C	3	-0.1	1.2	-1.4	i	4	i	43	0.04	1288	·	·	-0.5%	-0.5	960	2.5	2.2	11	-17%
Cc1cccc2c3c([nH]c12)C(=O)CC(C)(C)S3	-0.22	0.13	0.16	0.81	i	-15	i	50	0.2	1478	0	692	-1.1%	-1.5	968	1.5	1.0	12	·
CCC(C(=O)Nc1ccccc1-c1ccccc1)c1ccccc1 (stereo unspecified)	-0.22	-0.24	-0.22	0.38	i	2	i	41	0.25	1359	·	·	-1.9%	1.3	1372	2.2	1.7	3.7	4%
CCOc1cc(CNc2ncn[nH]2)ccc1OCC(=O)NC(C)(C)C	-0.41	-0.26	0.044	0.34	i	11	i	42	0.31	1518	-5	586	-0.5%	0.1	1083	3.5	1.3	8.6	-7%
CCOC(=O)C(Sc1nn(C)c(=S)s1)C(C)=O (stereo unspecified)	-0.93	-0.29	-0.38	0.15	i	0	i	46	0.87	838	10	709	-0.1%	-1.5	981	1.9	2.4	8.3	-4%
O=C(c1cccc(Cl)c1)c1nn(-c2ccccc2)c(=O)cc1C(F)(F)F	-0.81	0.71	-0.7	-0.52	i	1	i	10	-0.43	1495	·	·	-5.1%	-0.4	1348	4.5	1.6	2.9	-9%
CCN(CC)C(=O)COc1ccc(/C(C)=N/NC(=O)c2ccccc2Br)cc1	0.7	-0.27	-0.062	-0.14	i	-1	i	22	-0.28	1333	-5	704	0.4%	-0.7	1132	4.5	1.4	12	6%
O=C(NCCc1ccc(O)cc1)c1ccc(Cl)cc1	-0.32	-0.041	0.63	1.1	i	10	i	42	0.15	1565	·	·	0.0%	-0.2	1302	1.6	1.9	9.6	10%
Clc1ccc(-c2nnc(-c3ccc(Br)cc3)c(N3CCSCC3)n2)cc1	-0.52	-0.19	0.099	0.89	i	-15	i	51	-0.58	1586	·	·	-0.6%	-0.8	1320	2.5	1.9	7.6	0%

Results in T cell modulator, MT stabilize HCS cytotoxicity % and PhoP inhibition, for three of the compounds above:
SMILES | T cell modulator | MT stabilize HCS cytotoxicity % | PhoP inhibition
NC(=O)C1CCN(C2=C(NS(=O)(=O)c3ccc(Cl)cc3)C(=O)c3ccccc3C2=O)CC1 | i | · | -5%
CCN(CC)C(=O)COc1ccc(/C(C)=N/NC(=O)c2ccccc2Br)cc1 | i | 12 | 6%
Cc1cc(O)c(C(=O)c2ccccc2C(=O)O)cc1C | i | 11 | -17%

Carrying on.
SMILES	Dynein transport	Dynein transport cytoplasmic EGFP	Dynein transport nuclear GR-EGFP	Dynein transport cell count	Autophagy mod	Autophagy mod cell loss 18 h	T cell modulator	T cell modulator vesicle-bound %	Insulin prom up	Insulin prom up cell count	Hep lipid drop	Hep lipid drop cells 6.5 µM	CSM14.1 death rescue	bCat nuc transl	bCat nuc transl cell count 5 µM	MT stabilize HCS	MT stabilize HCS Hoechst-high %	MT stabilize HCS cytotoxicity %	PhoP inhibition
CCOc1ccc(NS(=O)(=O)c2ccc(NS(=O)(=O)c3ccccc3)cc2)cc1	0.4	-0.015	0.61	-1.4	i	0	i	42	·	·	14	754	-0.6%	·	·	1.2	1.1	5.4	5%
COc1ccc(O)c(C(=O)c2cnc3c(c2)CN(C)C(=O)N3)c1	-0.9	-0.32	0.042	1.1	i	-2	i	25	0.35	1338	-2	677	-0.6%	0.1	1115	3.4	2.4	9.2	2%
COc1ccc(C(=O)N2CCCC(CCC(=O)NCc3ccc(F)c(F)c3)C2)o1 (stereo unspecified)	-0.42	-0.26	-0.3	0.81	i	5	i	54	0.22	1514	0	627	-2.3%	0.5	1088	1.6	1.8	8.0	-3%
CSCCC(NS(=O)(=O)c1cccs1)C(=O)NCc1ccc(C)cc1 (stereo unspecified)	1.9	-0.16	1.5	-1.2	i	11	i	4	1.3	1358	-32	767	-0.8%	-1.0	505	1.6	0.9	5.7	6%
CC(=O)Nc1cccc(C(=O)/C=C/c2ccc(C)cc2)c1	-0.34	0.28	-0.21	-0.75	i	10	i	49	-0.31	1481	7	704	3.7%	2.7	1011	5.9	1.4	6.1	21%
Cc1ccc(CN(C)C(=O)c2ccc3c(c2)NC(=O)CS3)o1	-0.14	-0.16	0.36	-0.62	·	·	i	20	0.03	1026	-16	682	·	1.1	1397	·	·	·	0%
CCOc1ccc(NC(=O)COc2ccc(OC)cc2)cc1	0.5	-0.28	0.098	0.22	i	31	i	58	0.27	1301	1	773	-0.3%	-3.0	1057	3.1	0.9	0.4	6%
CCCCN(Cc1cc2ccccc2[nH]c1=O)C(=O)c1ccccn1	0.0033	-0.26	0.12	1.4	i	5	i	39	-0.02	884	10	784	-0.5%	-4.5	1111	2.7	3.0	8.8	1%
N#Cc1cccc(NC(=O)CSc2n[nH]c(=O)[nH]c2=O)c1	-0.64	-0.18	-0.32	0.13	i	11	i	19	0.37	1417	16	698	-0.5%	-0.5	961	2.8	1.9	6.5	-6%
Cc1ccc(C(=O)NC(=S)Nc2ccccc2C(F)(F)F)cc1	-0.24	-0.09	-0.21	-0.044	i	-3	i	25	0.07	1467	·	·	-2.7%	-0.3	1400	0.8	1.7	11	-7%
CCOCC(=O)Nc1ncc(S(=O)(=O)c2ccc([N+](=O)[O-])cc2)s1	0.41	-0.33	0.7	0.48	i	4	i	51	-0.78	1673	-13	678	0.5%	0.0	910	3.7	3.2	5.5	-2%
CCCCOC(=O)c1cccc(NC(=O)CC)c1	-1.3	-0.25	-0.57	0.65	i	5	i	26	·	·	-4	768	-2.3%	0.2	1181	2.6	2.2	12	2%
CCOc1ccc(CNC(=S)N/N=C/c2ccc(OC)c(OC)c2)cc1	0.48	-0.24	0.55	0.035	i	-12	i	45	-0.44	1478	15	682	-0.6%	-1.7	1194	2.3	4.9	7.0	-8%

An unsorted share of the library; about 3% have a hit in one of these screens.
